Screening data from PubChem.
RGS7-Gao = modulates binding of RGS7 to human Galphao; P09471; Multiplexed bead flow cytometry; actives lie on both sides; binding response (% of control), % at 10 µM; 220,000 tested, 0.35% active; AID 1439; in the data active = binding response below about 49% or above about 150%; inconclusive = no clear call, values can overlap the other calls; inactive = in between;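 note: fluorescent Galphao held in activated GDP-AlF4 state binding bead-coupled RGS7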
RGS8-Gao = modulates binding of RGS8 to human Galphao; AID 1423; 220,000 tested, 0.34% active; multiplexed bead flow cytometry; actives lie on both sides; P09471; response (percent of control binding), % at 10 µM; in the data active = response below about 60% or above about 140%; inactive = in between;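 note: Galphao activated as the GDP aluminium fluoride complex binding bead-coupled RGS8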
Bim-Bcl-W = inhibitors of Bim-Bcl-W interaction, human. inhibition, % at 10 µM. AID 952. 190,000 tested, 0.02% active. bead-based flow cytometry, Bim peptide-Bcl-W binding;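 note: 0% = bound tracer without compound and 100% = peptide blocker; higher means less fluorescent Bim peptide bound to Bcl-W beads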
Target sequence (Q92843 whole entry, looked up): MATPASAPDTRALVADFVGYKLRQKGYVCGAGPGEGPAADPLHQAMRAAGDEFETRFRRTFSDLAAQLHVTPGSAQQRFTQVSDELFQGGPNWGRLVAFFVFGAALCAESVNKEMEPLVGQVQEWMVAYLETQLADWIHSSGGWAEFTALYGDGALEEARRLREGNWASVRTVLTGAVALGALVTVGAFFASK
Bcl-2 Bim block = inhibitors of Bim-Bcl-2 interaction, human; inhibition, % at 10 µM; Bead-based flow cytometry, Bim peptide-Bcl-2 binding; 190,000 tested, 0.06% active; AID 950; in the data active = inhibition above about 40%; inconclusive = no clear call, values can overlap the other calls;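 note: 0% = no compound wells with probe peptide and 100% = reference peptide inhibitor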
Target sequence (P10415 whole entry, looked up): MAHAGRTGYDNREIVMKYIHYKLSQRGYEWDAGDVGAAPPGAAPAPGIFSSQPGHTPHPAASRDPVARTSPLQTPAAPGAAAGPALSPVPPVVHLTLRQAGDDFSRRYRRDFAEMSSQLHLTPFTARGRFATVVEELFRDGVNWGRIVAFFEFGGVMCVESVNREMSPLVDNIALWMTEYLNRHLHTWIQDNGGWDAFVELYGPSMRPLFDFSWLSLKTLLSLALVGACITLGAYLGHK
ABCB1 block = blocks JC-1 efflux by human ABCB1 transporter; inhibition, % at 6.6 µM; P08183; CCRF-Adr cells, flow cytometry; 190,000 tested, 0.067% active; in the data active = inhibition above about 40%;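 note: 0% = vehicle and 100% = reference inhibitor; higher value means more JC-1 retained so stronger ABCB1 efflux block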
Bcl-B Bim block = disrupts Bim peptide binding to human Bcl-B; Q9HD36; bead-based flow cytometry; inhibition, % at 10 µM; 190,000 tested, 0.073% active;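 note: 0% = tracer peptide without compound and 100% = reference inhibitor peptide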
Bim-Bcl-XL = disrupts Bim peptide binding to human Bcl-XL; Q07817; bead flow cytometry, fluorescence; inhibition, % at 10 µM; 190,000 tested, 0.04% active; AID 1007
Bim-Bfl-1 = human Bim-Bfl-1 interaction inhibition. Q16548. 190,000 tested, 0.12% active. inhibition, % at 10 µM. Bead-based flow cytometry, Bim-Bfl-1 binding inhibition;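 note: 0% = wells without compound plus tracer and 100% = blocker peptide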
GSH fluor = compound fluoresces at 488/530 nm on GSH beads; GSH beads flow cytometry, compound fluorescence 488/530 nm; stronger effect = higher value; fluorescence (KMESF) at 10 µM; 190,000 tested, 0.25% active; AID 1776; in the data active = fluorescence above about 89;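 note: glutathione beads carrying GST-tagged Bcl family fusion proteins plus one bare bead set; values are compound well signal with DMSO vehicle wells as background; inactives centre near 16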
RGS4-Gao reg = human RGS4-Galphao interaction regulation; Multiplexed bead flow cytometry, RGS4-Galphao binding; actives lie on both sides; binding response (% of control), % at 10 µM; 220,000 tested, 0.33% active; in the data active = binding response below about 49% or above about 150%; inactive = in between;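 note: fluorescent Galphao activated with aluminum fluoride binding bead-coupled RGS4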
ABCG2 block = inhibitors of human ABCG2 transporter, ABCB1 counter-screen; IgMXP3 cells, JC-1 efflux, flow cytometry; Q9UNQ0; 190,000 tested, 0.1% active; inhibition, % at 6.6 µM;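 active = inhibition above 80%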;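 note: 0% = DMSO and 100% = nicardipine control wells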
Target sequence (Q9UNQ0 whole entry, looked up): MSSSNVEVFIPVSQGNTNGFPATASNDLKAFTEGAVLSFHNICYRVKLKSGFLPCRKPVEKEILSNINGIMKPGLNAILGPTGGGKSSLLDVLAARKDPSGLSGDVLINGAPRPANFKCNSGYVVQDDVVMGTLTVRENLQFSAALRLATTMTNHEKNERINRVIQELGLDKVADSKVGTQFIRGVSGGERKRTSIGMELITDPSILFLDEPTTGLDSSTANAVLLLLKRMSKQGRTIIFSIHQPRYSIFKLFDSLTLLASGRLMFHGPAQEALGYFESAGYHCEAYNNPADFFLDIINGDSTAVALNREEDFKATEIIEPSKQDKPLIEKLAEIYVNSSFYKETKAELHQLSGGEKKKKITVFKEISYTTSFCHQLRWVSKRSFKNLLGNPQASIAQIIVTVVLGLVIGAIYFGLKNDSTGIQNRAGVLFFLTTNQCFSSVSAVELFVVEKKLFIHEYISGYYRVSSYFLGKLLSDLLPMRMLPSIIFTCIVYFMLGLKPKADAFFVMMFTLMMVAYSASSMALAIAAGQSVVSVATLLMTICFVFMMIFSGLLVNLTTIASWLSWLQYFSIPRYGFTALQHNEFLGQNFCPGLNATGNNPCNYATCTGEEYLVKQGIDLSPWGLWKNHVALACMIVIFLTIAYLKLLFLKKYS
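Assay system – ABCG2 IgMXP3 and barcoded ABCB1 CCRF-Adr cell mix · Input – 3 million cells/mL in well · Reagent – JC-1 fluorescent substrate · Compound – single test compound dose, 6.6 µM final · Timing – 10 min exposure at 25 °C with rotation, no wash · Detection – flow cytometry of retained JC-1 fluorescence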
* hit, by the source's call; ? = inconclusive; [ ] = another dose, or the depositor's remark. Cut-off read from the data, not from the text of the source, unless noted: active = inhibition above about 40%.

SMILES	RGS7-Gao	RGS8-Gao	Bim-Bcl-W	Bcl-2 Bim block	ABCB1 block	Bcl-B Bim block	Bim-Bcl-XL	Bim-Bfl-1	GSH fluor	RGS4-Gao reg	ABCG2 block
CCN(CC)S(=O)(=O)c1ccc(OC)c(NC(=S)Nc2ccc(C)c(C)c2)c1	105	100	-3	-8	-0.8	-13	-9	-14	9	102	-4
Cc1ccc(S(=O)(=O)NC(=O)c2cccn2C)cc1	101	100	-2	-3	0.2	1	0	0	28	98	4
Cc1sc(NC(=O)c2ccc(OCC(C)C)cc2)c(C(N)=O)c1-c1ccc(Cl)cc1Cl	99	101	2	2	0.1	0	0	1	13	94	1
Fc1ccc(N2CCN(c3ncnc4nc[nH]c34)CC2)cc1	107	106	0	-5	-2.2	-6	-2	-9	20	107	-3
O=C(COc1ncnc2sccc12)Nc1ccc(F)cc1F	101	100	2	-1	0.2	0	-2	-1	15	102	1
CCc1nc2ccccc2n1CC(=O)N(C(C)CC)C1CCS(=O)(=O)C1 (stereo not drawn)	98	97	0	-1	0.5	-3	0	-3	69	98	1
CCN1CCN(Cc2nc3c(c(=O)n(C)c(=O)n3C)n2Cc2ccccc2Cl)CC1	106	103	-2	0	-0.7	-1	-5	-3	17	104	-3
CCOC(=O)N1CCC(NC(=O)CCS(=O)(=O)c2ccc3c(c2)CCN3C(=O)CC)CC1	95	97	4	-3	0.3	-5	0	-6	46	97	1
COc1ccccc1/C=C/C=N/NC(=O)Cc1cccs1	94	99	-4	1	-0.3	-3	-4	-4	13	97	-2
Cc1csc(NC(=O)c2c(-c3c(Cl)cccc3Cl)noc2C)n1	101	100	-2	-6	0.5	-7	-1	-8	29	102	2
S=C(Nc1ccc(Cl)cc1)N1CCN(Cc2ccccc2)CC1	100	102	-3	-6	0.1	-15	-6	-5	15	100	2
O=C(CN1CC(=O)Nc2ccccc21)NCCc1ccc(Cl)cc1Cl	99	99	-4	0	0.1	-3	-3	-2	19	100	1
COc1ccccc1-n1nc(C)c(-c2ccccc2)c1N	96	100	0	-4	0.3	-3	-2	-7	11	102	0
Cc1cc(C)c(OCCN(C)C)c(Cl)c1	106	104	-2	-5	1.1	-3	-2	-6	17	100	10
O=S(=O)(c1ccccc1)c1nc(Nc2cccc(O)c2)sc1Cl	100	102	1	2	0.6	-7	-4	1	8	99	7
Cc1ccccc1CSCCNC(=O)CCSc1ccccc1	103	102	1	0	0.1	-6	0	0	22	104	0
COc1ccc(CCN2CC34C=CC(O3)C(C(=O)NCc3ccccc3Cl)C4C2=O)cc1OC (stereo not drawn)	105	115	0	-5	1.5	-1	3	-1	48	110	2
O=C(/C=C/c1ccc([N+](=O)[O-])cc1)NCc1ccc2c(c1)OCO2	107	103	-3	-3	1.0	-5	-3	-9	14	106	6
Cc1ccc(CNC(=O)C2C3C=CC4(CN(Cc5cccnc5)C(=O)C24)O3)cc1 (stereo not drawn)	98	101	1	0	0.1	0	0	-1	8	95	0
CCN(CC)CCOC(=O)c1ccccc1Br	96	101	-4	1	8.4	-5	0	-5	22	98	-1
Cc1ccnc2nc(C(=O)N3CCN(S(=O)(=O)c4ccccc4)CC3)nn12	98	102	0	0	0.1	-8	-4	-13	26	99	1
c1ccc2nc(N3CCOCC3)cnc2c1	106	105	1	1	-0.3	0	0	-1	21	107	0
O=C(O)C1Cc2[nH]cnc2C(c2cccc([N+](=O)[O-])c2)N1 (stereo not drawn)	99	103	7	1	0.3	6	9	-1	16	102	2
CCOC(=O)CSc1nc2ccc(N3CCOCC3)cc2c(=O)n1Cc1ccc2c(c1)OCO2	102	99	1	-5	1.4	-8	-2	-8	13	99	3
CCCCCCCCNC(=O)c1ccc(C)cc1	?	101	-1	-2	0.0	-1	-2	1	19	92	4

Going on with the list:
SMILES	RGS7-Gao	RGS8-Gao	Bim-Bcl-W	Bcl-2 Bim block	ABCB1 block	Bcl-B Bim block	Bim-Bcl-XL	Bim-Bfl-1	GSH fluor	RGS4-Gao reg	ABCG2 block
O=C(O)/C(=C\c1ccccc1OC(F)F)Sc1nnc(-c2ccc(F)cc2)o1	96	103	0	-2	0.1	-2	-1	-1	11	99	3
CC1CCN(C(=O)COc2ccc(Nc3ccccc3)cc2)CC1	?	92	2	-2	0.3	0	0	-3	13	92	4
COC(=O)c1ccc2c(c1)N(Cc1ccccc1F)C(=O)c1ccccc1S2=O (stereo not drawn)	99	100	-1	-7	2.0	-5	-4	-12	18	101	2
CCN(CC)C(=O)CSc1nnc(-n2nc(C)cc2C)c2ccccc12	99	96	-1	3	-0.7	-16	1	1	33	98	2
O=C1CC(/C=C/c2ccncc2)=Nc2ccccc2N1	162*[activator]	96	1	2	0.1	-1	1	0	24	117	2
COc1cnc(SCC(=O)O)[nH]c1=O	104	101	-1	-3	-0.3	-2	-3	-2	13	99	-1
O=C(CS(=O)(=O)Cc1ccccc1)N1CCc2ccccc21	105	101	0	-6	0.4	-8	-2	-11	22	103	-1
CN(c1ccccc1)S(=O)(=O)c1cccc(NC(=O)CSc2nnc(N)s2)c1	106	103	14	5	-1.4	6	15	8	8	104	-17
Cc1sc2nc(SCC(=O)c3cc(C)n(CC4CCCO4)c3C)n(C(C)C)c(=O)c2c1C (stereo not drawn)	95	98	1	1	8.7	-2	0	0	8	80	9
CCOC(=O)N1CCN(c2cc(C)c([N+](=O)[O-])cc2F)CC1	99	100	-3	-2	1.2	-3	0	-4	13	100	12
Cc1ccc(NC(=O)COC(=O)Cc2csc(-c3ccc(Cl)cc3)n2)cc1C	105	108	-1	-1	-0.3	-8	-6	-3	9	103	-1
Cc1[nH]nc2c1/C(=N/O)CC(c1ccccc1)C2 (stereo not drawn)	103	103	-4	-1	0.7	-3	-3	-3	24	101	46
CCOC(=O)c1nnn(-c2nonc2N)c1COc1ccccc1	101	103	3	-4	0.0	-5	-1	-7	15	101	-7
CCn1c(N2CCN(C(=O)NC3CCCCC3)CC2)nc2ccccc21	105	103	-4	-4	0.6	-9	-5	-3	15	104	9
Cc1cccc(Cc2c(C)nc3c(C(=O)NCc4ccco4)cnn3c2C)c1	94	96	1	6	0.2	6	1	3	11	97	1
CC(C(=O)Nc1ccccc1C(=O)N1CCOCC1)N(c1ccc(Cl)cc1)S(C)(=O)=O (stereo not drawn)	102	104	0	-2	0.5	-1	0	-5	15	105	0
COc1cc(C(=O)Nc2ccc(Cl)c([N+](=O)[O-])c2)cc(OC)c1OC	93	91	-2	0	1.3	0	-1	-5	33	94	6
Clc1cccc(Cl)c1COc1ccccc1CNn1cnnc1	101	98	-2	-6	0.6	-4	0	-1	26	103	5
Cc1cccc(/C=N\NC(=O)c2ccccc2-n2cccc2)c1	93	99	-1	-2	0.7	-1	0	-4	15	98	3
Cc1cc(C)c2cc(C#N)c(N3CCCC3)nc2c1	93	99	2	3	1.2	-7	1	1	14	95	10
CCCN1CCN(CCCNC(=O)C2CCCN(c3nnc(-n4cccc4)s3)C2)CC1 (stereo not drawn)	100	101	1	1	0.5	7	0	1	14	101	2
CC(C(=O)NCC1CCCO1)n1cccc1C(=O)c1ccccc1 (stereo not drawn)	94	98	-4	-13	0.8	-11	-8	-17	30	98	6
CN(Cc1ccccc1)c1nc(-c2cccc([N+](=O)[O-])c2)nc2ccccc12	103	104	1	-3	1.5	-2	-4	-5	9	100	69
CCOc1cc(/C=C\c2[nH]c(=O)[nH]c(=O)c2[N+](=O)[O-])ccc1OC(C)CC (stereo not drawn)	98	100	0	0	-0.2	1	0	0	11	87	0
CCCCn1c(N)c(N(CC)C(=O)c2cccc(OC)c2)c(=O)[nH]c1=O	95	99	-2	-2	0.8	-3	-1	-7	7	100	2

Entries from the list above that contain a COOH group:
SMILES	RGS7-Gao	RGS8-Gao	Bim-Bcl-W	Bcl-2 Bim block	ABCB1 block	Bcl-B Bim block	Bim-Bcl-XL	Bim-Bfl-1	GSH fluor	RGS4-Gao reg	ABCG2 block
O=C(O)C1Cc2[nH]cnc2C(c2cccc([N+](=O)[O-])c2)N1 (stereo not drawn)	99	103	7	1	0.3	6	9	-1	16	102	2
O=C(O)/C(=C\c1ccccc1OC(F)F)Sc1nnc(-c2ccc(F)cc2)o1	96	103	0	-2	0.1	-2	-1	-1	11	99	3
COc1cnc(SCC(=O)O)[nH]c1=O	104	101	-1	-3	-0.3	-2	-3	-2	13	99	-1

The results go on:
SMILES	RGS7-Gao	RGS8-Gao	Bim-Bcl-W	Bcl-2 Bim block	ABCB1 block	Bcl-B Bim block	Bim-Bcl-XL	Bim-Bfl-1	GSH fluor	RGS4-Gao reg	ABCG2 block
COc1cc(C(=O)c2ccccc2)c(OC)cc1C(=O)Nc1ccc(O)cc1	101	107	4	1	0.0	-3	7	-5	12	103	0
CCOc1ccccc1NC(=O)C(OC(=O)c1ccccc1NS(=O)(=O)c1cccs1)c1ccccc1 (stereo not drawn)	99	102	-4	-2	-0.2	-7	-8	-3	8	101	-2
O=C(CCn1nc(-c2ccccc2)c2ccccc2c1=O)N1CCN(c2ccccc2)CC1	104	102	0	-1	0.4	-1	-2	-2	19	104	1
CCOc1ccc(/C=N/NC(=O)CN2CCSCC2)cc1	101	105	-5	-1	-0.3	-4	-10	-4	8	102	-3
O=C(NCCCN1CCCC1=O)c1ccc2c(c1)ncn2C1CCCCC1	104	109	-5	-3	-0.2	-12	-4	-4	14	105	2
CCOc1ccc(OCC)c(S(=O)(=O)NCCOC23CC4CC(CC(C4)C2)C3)c1	87	81	-2	-1	1.4	0	0	0	10	89	26
CCn1c(C)cc(/C=C2/SC(=S)NC2=O)c1C	105	100	-3	-6	-0.7	-14	-13	-9	19	103	-3
CCOC(=O)c1c(C)[nH]c(C(=O)COC(=O)c2ccc(N3CCCC3=O)cc2)c1C	91	98	-5	-12	1.0	-8	-6	-9	27	95	18
O=C(Nc1ccccc1C(F)(F)F)NC1CCCCC1	98	99	-5	5	0.1	-6	-5	0	29	101	0
CCOc1ccc(NC(=NCc2ccc3c(c2)OCO3)SC2CC(=O)N(c3ccc(C(=O)O)cc3)C2=O)cc1 (stereo not drawn)	96	100	-1	-7	-1.0	-2	-1	-1	10	99	-13
COc1ccc(OC)c(NS(=O)(=O)c2ccc3c(c2)CCC(=O)N3)c1	99	100	1	0	-5.4	1	3	-2	30	100	-4
CCc1ccc(Oc2ncnc(N)c2[N+](=O)[O-])cc1	?	100	0	0	0.3	-2	-1	-4	20	102	2
CN(CCCC(=O)NCc1ccco1)S(=O)(=O)c1ccccc1	101	102	-2	-1	0.8	-2	-3	-1	18	106	3
COc1cccc(C(=O)Oc2cc(C)[nH]c(=O)c2[N+](=O)[O-])c1OC	103	109	0	0	2.4	-3	-3	1	16	107	6
Clc1ccc(N2COC3c4cccc5cccc(c45)C32)cc1 (stereo not drawn)	93	87	8	1	0.2	-4	2	0	14	92	-2
N#Cc1ccc(C2=NC(C(F)(F)F)(C(F)(F)F)c3c(n(Cc4ccco4)c(=O)[nH]c3=O)N2)cc1	97	100	-1	-4	0.6	0	-1	0	12	97	4
Cc1cccc(-c2noc(-c3ccc(Cl)cc3[N+](=O)[O-])n2)c1	104	108	-1	-2	0.5	-3	-3	-3	4	105	5
COCCN=c1scc(-c2cc(OC)ccc2OC)n1/N=C/c1c[nH]c2ccccc12	104	104	2	12	-0.3	-3	-3	0	6	103	-4
CCO[C@H]1OC(C(=O)N2CCN(Cc3ccc4c(c3)OCO4)CC2)=C[C@@H](C2CC2)[C@@H]1CCCO	42*	67	0	0	1.6	0	1	1	20	51	0
